NCI-60 one-dose screen, 48 h, at 10 µM unless noted. Numbers give growth in % (100 = growth as untreated, 0 = no growth, -100 = all killed).
CCRF-CEM = CCRF-CEM leukemia; AID 1794778; hit rate 7% among 77,000
EKVX = EKVX NSCLC; hit rate 3% among 71,000; AID 1794765
HOP-92 = HOP-92 NSCLC cells; hit rate 6.3% among 71,000
SR = SR leukemia cells. hit rate 8.7% among 73,000
MOLT-4 = MOLT-4 leukemia cells. hit rate 6.9% among 80,000. AID 1794779
K-562 = K-562 leukemia | AID 1794777 | hit rate 7.4% among 78,000
HOP-62 = HOP-62 NSCLC; hit rate 3.9% among 80,000; AID 1794735
RPMI-8226 = RPMI-8226 leukemia cells; AID 1794781; hit rate 7.5% among 77,000
Active calls of the source: *; x = no result given; & = joins results of further samples; ! = a repeat was not active. How the source made its calls: active means growth percent below 10; inactive means the rest.

#	mol	CCRF-CEM	EKVX	HOP-92	SR	MOLT-4	K-562	HOP-62	RPMI-8226
1	Clc1c(SCc2ccccc2)ncnc1SCc1ccccc1	96	102	115	92	86	87	100	95
2	NNc1ccc([N+](=O)[O-])cn1	103	103	94	84	82	85	108	103
3	O=C(N/N=C/c1ccc(OC(F)F)c(OC2CCCC2)c1)c1cnn2c1NC(c1ccccc1)C2 (stereo unspecified)	79	91	81	37	55	39	85	74
4	O=C1c2ccc3c4c5ccc(c24)C(=O)N1CCCOCCCCOCCCNCc1ccc(cc1)CNCCCOCCCCOCCCN(C3=O)C5=O	-0.8*	-63*	46	-11*	-12*	-19*	34	3.9*
5	CCOc1ccc(N=Nc2ccc(C=O)c(S(=O)(=O)O)c2)cc1	118	97	114	99	100	101	93	115
6	Cc1ccc(S(=O)(=O)NC(=O)CCC(=O)NCc2ccccc2)cc1	100	97	x	95	107	101	95	99
7	Cc1ccc(C(=O)N/N=C/c2ccccc2Cl)cn1	129	99	67	106	110	117	95	104
8	CCOc1ccc2cc(-c3nn(CC4CCNCC4)c4ncnc(N)c34)ccc2n1	51&87	64&106	45	25&67	21&90	54&98	62&87	38&82
9	CNC(=O)c1cc(Oc2cccc3nc(NC(=O)Nc4ccc(F)cc4F)ccc23)ccn1	50	-0.9*	41	18	54	42	0.7*	30
10	COc1cc(/C=C/C(=O)O)cc([N+](=O)[O-])c1O	102	117	94	107	104	104	105	108
11	O=C1OCC2=C1C(c1cccc(Br)c1)c1cc3c(cc1N2CCO)OCCO3 (stereo unspecified)	9.3*	44	25	30	20	18	29	21
12	C=CCn1c(O)c(N=Nc2nc(-c3cc4ccccc4oc3=O)cs2)c2ccccc21	36	56	85	16	98	107	81	106
13	Cc1ccc(N=Nc2c(O)c(C(=O)O)cc3ccccc23)c(S(=O)(=O)O)c1	111	94	90	107	105	107	106	102
14	O=C(N=Nc1c(O)n(Cc2ccccc2)c2ccccc12)c1cc(-c2ccccc2)on1	98	93	81	x	94	105	100	98
15	O=c1[nH]cc(O)c(=O)[nH]1	134	107	100	86	97	99	89	128

Continuation:
#	mol	CCRF-CEM	EKVX	HOP-92	SR	MOLT-4	K-562	HOP-62	RPMI-8226
16	COC(=O)C1(CC(C)=O)NC(=S)NC(=O)C1C#N (stereo unspecified)	101	96	102	99	108	104	104	114
17	CN1CCN(CCCNC(=O)c2c3c(n4ccccc24)C(=O)c2ncccc2C3=O)CC1	-11*	24	15	-8.6*	-35*	-1.3*	26	29
18	NS(=O)(=O)c1ccc(-n2cc(CC=O)nn2)cc1	110	99	95	101	103	94	105	109
19	Cc1ccc(/C=N/NC(=O)Cn2c(C(C)C)nc3ccccc32)o1	104	93	x	93	88	88	85	x
20	Nc1c(Br)cc2c(c1Br)C(O)c1ccccc1-2 (stereo unspecified)	89	61	93	66	76	93	x	x
21	O=C(O)c1ccc(-n2cc(/C=N/Nc3ccc(F)c(Cl)c3)c(-c3cc4ccc(O)cc4oc3=O)n2)cc1	94	92	98	108	92	86	95	99
22	CCCCCCCCCCCC1=NC(CC)(CO)CO1 (stereo unspecified)	91	86	70	88	92	91	63	85
23	O=C(/C=C/c1cccc([N+](=O)[O-])c1)c1ccc(O)c(CN2CCN(c3cc4c(cc3F)c(=O)c(C(=O)O)cn4C3CC3)CC2)c1	0.2*	53	59	x	2.4*	6.5*	44	-26*
24	O=[N+]([O-])c1cc(/C=N/Nc2nc(N/N=C/c3ccc(Cl)c([N+](=O)[O-])c3)nc(N3CCCCC3)n2)ccc1Cl	61	78	123	63	42	32	44	-18*
25	COc1cc(/C=N/NC(=O)c2cnn(CC(O)c3ccccc3)c2N)ccc1Oc1ccccc1 (stereo unspecified)	86	104	109	62	71	82	75	71
26	O=C(Nc1ccccc1)OCCCl	98	x	x	99	99	105	98	98
27	Cc1ccc(C(=O)C2C(=O)C3CCC2C3)cc1 (stereo unspecified)	96	98	98	129	105	102	100	99
28	C[C@H]1[C@]2(C)CCc3cc4[nH]c5ccccc5c4cc3[C@]2(CCCO)C(=O)O[C@@]1(C)O	101	107	100	105	103	98	102	99
29	O=C(O)CSC(SCC(=O)O)c1ccc([N+](=O)[O-])cc1	88	102	105	92	100	101	x	90
30	Clc1ccc(C2CC(c3cccc(Nc4ccncc4)c3)=NN2c2ccccc2)cc1 (stereo unspecified)	37	90	56	2.2*	-6.0*	0.4*	1.0*	1.1*

The list goes on.
#	mol	CCRF-CEM	EKVX	HOP-92	SR	MOLT-4	K-562	HOP-62	RPMI-8226
31	CCCCN1C(=O)CC2CCOC21C (stereo unspecified)	96	108	103	101	95	96	104	106
32	Cn1c(-c2ccccc2)cs/c1=N\S(=O)(=O)c1ccc(NNc2c3ccccc3cc3ccccc23)cc1	89	91	104	81	71	98	90	82
33	Nc1ccc(N)c2c1C(=O)c1ccccc1C2=O	96	100	x	79	83	91	113	93
34	CCOCc1c(C)cc(C)cc1C	100	105	93	90	100	97	103	99
35	CCCCCCCC(=O)SCC/C=C/[C@@H]1CC(=O)NCc2cc(ccn2)C2=N[C@@](C)(CS2)C(=O)N[C@@H](C(C)C)C(=O)O1	39	20	-6.6*	14	13	10	-19*	14
36	COc1cc([N+](=O)[O-])ccc1C	104	90	97	x	105	111	91	109
37	COc1ccccc1-c1c(C)nn2c(NCc3ccccn3)cc(C)nc12	66	x	x	90	52	35	107	90
38	COC(=C(C#N)C#N)N1CCOCC1	91	100	97	109	98	97	99	103
39	Nc1c(C(=O)Nc2ccc(Cl)c(Cl)c2)sc2nc(-c3cccs3)ccc12	83	93	x	57	83	87	100	87
40	O=[N+]([O-])c1ccc(-c2nnc(N3c4ccccc4C=Cc4ccccc43)o2)cc1	93	97	77	70	81	75	102	91
41	CCOC(=O)C1=C(C)C(Cl)=N/C1=C\c1[nH]c(Cl)c(C)c1C(=O)OCC	52	100	88	86	80	91	97	65
42	O=C1/C(=C/c2ccccc2[N+](=O)[O-])Cc2ccccc21	4.5*	x	77&52	3.7*!	-1.5*!	6.2*!	33&58	3.4*
43	CC12SCC(C(=O)NCc3cccc(C(F)(F)F)c3)N1C(=O)c1ccccc12 (stereo unspecified)	89	99	89	75	76	81	91	85
44	COc1ccc(/C=C/C(=O)/C=C(O)/C=C/c2ccc(OC)c(OC)c2OC)c(OC)c1OC	64	101	85	28	71	41	105	20
45	COc1ccc(C(=O)n2nc(/C=C/c3ccc(O)c(OC)c3)cc2/C=C/c2ccc(O)c(OC)c2)cc1	-12*	x	-11*	-9.2*	-18*	-7.0*	5.2*	-27*

Single values from the entries so far:
#32 | MOLT-4 = 71
#31 | K-562 = 96
#42 | HOP-92 = 77&52

One compound at a time, from the list above.
Nc1ccc(N)c2c1C(=O)c1ccccc1C2=O across the screens: CCRF-CEM: 96; EKVX: 100; HOP-92: x; SR: 79; MOLT-4: 83; K-562: 91; HOP-62: 113; RPMI-8226: 93
CCOC(=O)C1=C(C)C(Cl)=N/C1=C\c1[nH]c(Cl)c(C)c1C(=O)OCC across the screens: CCRF-CEM: 52; EKVX: 100; HOP-92: 88; SR: 86; MOLT-4: 80; K-562: 91; HOP-62: 97; RPMI-8226: 65

(next part)
#	mol	CCRF-CEM	EKVX	HOP-92	SR	MOLT-4	K-562	HOP-62	RPMI-8226
46	Cc1ccc(-c2csc(NC(=O)c3cc(-c4ccc(Cl)cc4)nc4ccc(Cl)cc34)n2)cc1	81	82	60	81	79	66	79	77
47	Nc1c(C(=O)Nc2ccncc2)sc2nc3c(cc12)C(O)CCC3 (stereo unspecified)	95	100	88	84	98	89	99	89
48	Cc1cc(C)c2nc(Nc3nc(C)c(C)c(=O)[nH]3)nc(C)c2c1	8.0*	12	7.2*	-9.5*	4.8*	12	12	-17*
49	COc1cc(/C=C/c2cc(/C=C/c3ccc(O)c(OC)c3)n(C(=O)Nc3ccc(F)cc3)n2)ccc1O	6.8*	27	-3.5*	2.5*	-3.6*	0.2*	30	3.3*
50	O=c1ccc(=O)n(-c2nc(-c3cc4ccccc4oc3=O)cs2)[nH]1	88	88	88	96	87	86	88	92
51	COC(=O)C(Cc1ccccc1)n1cc(COc2nc(Cl)nc(Nc3ccc(N4CCOCC4=O)cc3)n2)nn1 (stereo unspecified)	99	94	94	71	93	80	89	100
52	CC/C(=C\c1ccc(OC)c(OC)c1)c1nc2ccccc2c(=O)[nH]1	149	98	x	120	189	175	106	x
53	CCOC(=O)CCNc1nc(N)nc(N(C)C2CCCCC2)c1C=O	95	90	70	97	96	98	107	97
54	N#Cc1nc(-c2ccccc2)oc1S(=O)(=O)NCC(c1ccc(Cl)cc1)N1CCCCC1 (stereo unspecified)	1.9*	106	79	12	1.3*	8.7*	96	3.5*
55	C=CCN1C(=O)/C(=C/c2ccc(OC)cc2OC)SC1=Nc1ccc(Cl)c(Cl)c1	97	104	97	115	100	100	91	101
56	NS(=O)(=O)c1ccc(Nc2nc(Nc3ccccc3)nc3n[nH]c(=S)n23)cc1	100	95	97	97	89	95	102	98
57	Cc1cc(N2CCCCC2)cc(C)c1-c1csc(NC(=O)c2ccncc2)n1	47	33	54	38	44	22	62	37
58	COc1nc2c(=O)[nH]c(N)nc2n1C1OC(CO)C(O)C1O (stereo unspecified)	119	128	110	x	70	107	106	111
59	NS(=O)(=O)c1cccc(Nc2nc(SCC(=O)c3ccc(-c4ccccc4)cc3)nc3ccccc23)c1	95	98	94	80	81	88	110	75
60	O=C1Nc2ccccc2C1(N1CCCCC1)N1CCCCC1	108	105	110	92	96	98	89	112

The listing continues:
#	mol	CCRF-CEM	EKVX	HOP-92	SR	MOLT-4	K-562	HOP-62	RPMI-8226
61	COc1cc(C)cc(-c2nn(CC(N)=O)cc2-c2ccnc(Oc3ccc[n+]([O-])c3)n2)c1	102	98	96	99	105	104	120	104
62	CSc1nc(NC(=O)CN2CCN(c3cc4c(cc3F)c(=O)c(C(=O)O)cn4C3CC3)CC2)cc(=O)[nH]1	83	93	75	61	81	82	95	91
63	CCN1C(=O)N(c2ccccc2)C2Nn3c(s/c(=C4\C(=O)N(C(C)C)c5ccccc54)c3=O)=NC21 (stereo unspecified)	103	98	113	108	107	100	98	98
64	Nc1nc2c(nc(N3CCOCC3)n2[C@@H]2O[C@H](CO)[C@@H](O)[C@H]2O)c(=O)[nH]1	109	95	108	93	96	95	97	x
65	Cn1ncc2c(Cl)ncnc21	95	x	100	110	102	113	104	100
66	COc1ccc(C(=O)Nc2nc(-c3ccc(Cl)cc3)cs2)cc1OC	89	x	x	99	97	107	103	93
67	CCCCn1c(O)c(N=Nc2nc(-c3cc4ccccc4oc3=O)cs2)c2cc(Br)ccc21	104	97	x	103	107	105	110	108
68	CC(=O)CC(=O)NCc1ccccc1	x	98	x	80	97	94	88	x
69	COC1C/C(=N\O)C2OC(c3ccccc3)OCC2O1 (stereo unspecified)	96	x	91	109	98	97	114	104
70	CC(=O)N1c2ccccc2CC1c1c[nH]c2ccccc12 (stereo unspecified)	82	89	75	89	94	92	72	81

Sorted by number of heavy atoms (descending): 6 of the compounds above
#	mol	CCRF-CEM	EKVX	HOP-92	SR	MOLT-4	K-562	HOP-62	RPMI-8226
62	CSc1nc(NC(=O)CN2CCN(c3cc4c(cc3F)c(=O)c(C(=O)O)cn4C3CC3)CC2)cc(=O)[nH]1	83	93	75	61	81	82	95	91
63	CCN1C(=O)N(c2ccccc2)C2Nn3c(s/c(=C4\C(=O)N(C(C)C)c5ccccc54)c3=O)=NC21 (stereo unspecified)	103	98	113	108	107	100	98	98
67	CCCCn1c(O)c(N=Nc2nc(-c3cc4ccccc4oc3=O)cs2)c2cc(Br)ccc21	104	97	x	103	107	105	110	108
61	COc1cc(C)cc(-c2nn(CC(N)=O)cc2-c2ccnc(Oc3ccc[n+]([O-])c3)n2)c1	102	98	96	99	105	104	120	104
64	Nc1nc2c(nc(N3CCOCC3)n2[C@@H]2O[C@H](CO)[C@@H](O)[C@H]2O)c(=O)[nH]1	109	95	108	93	96	95	97	x
69	COC1C/C(=N\O)C2OC(c3ccccc3)OCC2O1 (stereo unspecified)	96	x	91	109	98	97	114	104
